From PubChem BioAssay
Furin inh: blocks human furin protease activity; AID 463115; 220,000 tested, 0.061% active; purified furin, fluorogenic substrate cleavage; inhibition, % at 30 µM; P09958; in the data active = inhibition above about 25%; also: inactives centre near -15
Target sequence (P09958 108-714 limits assumed): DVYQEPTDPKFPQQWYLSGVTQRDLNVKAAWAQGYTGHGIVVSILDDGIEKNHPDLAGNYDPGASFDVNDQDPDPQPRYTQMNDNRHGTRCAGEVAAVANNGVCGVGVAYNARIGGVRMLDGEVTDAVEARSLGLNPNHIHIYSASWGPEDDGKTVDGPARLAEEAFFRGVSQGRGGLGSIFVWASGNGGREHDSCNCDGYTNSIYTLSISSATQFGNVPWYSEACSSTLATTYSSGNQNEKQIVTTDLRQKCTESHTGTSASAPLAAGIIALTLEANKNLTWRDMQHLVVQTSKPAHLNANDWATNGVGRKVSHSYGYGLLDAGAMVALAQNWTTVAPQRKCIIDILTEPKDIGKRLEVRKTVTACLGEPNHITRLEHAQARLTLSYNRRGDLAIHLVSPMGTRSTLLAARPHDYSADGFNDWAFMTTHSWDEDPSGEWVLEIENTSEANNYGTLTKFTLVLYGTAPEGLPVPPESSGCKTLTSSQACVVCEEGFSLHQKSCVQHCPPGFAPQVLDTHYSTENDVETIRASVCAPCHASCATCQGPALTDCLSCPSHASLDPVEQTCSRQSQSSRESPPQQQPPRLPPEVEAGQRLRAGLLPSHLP
KCC2 mod: modulates chloride dependent transport by human KCC2; KCC2 cells, thallium flux FluoZin-2 fluorescence; AID 1456; Q9H2X9; B-score of Tl+ flux slope (higher = more flux/activation; lower = inhibition) at 10 µM; 190,000 tested, 2.2% active;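 active = thallium flux slope and its plate-corrected score both differing from the plate sample mean at a set confidence after two filtering rounds, in either direction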;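 also: slope of fluorescence scaled to starting intensity during 10 to 20 s after thallium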
KLK5 inh: kallikrein 5 (human) inhibition | AID 873 | recombinant hK5, fluorogenic AMC substrate cleavage | inhibition, % at 5 µM | 210,000 tested, 0.59% active | Q9Y337;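 active = inhibition of 40% or more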;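 also: 0% = enzyme controls without compound and 100% = no-enzyme blanks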
Target sequence (Q9Y337 67-293 limits assumed): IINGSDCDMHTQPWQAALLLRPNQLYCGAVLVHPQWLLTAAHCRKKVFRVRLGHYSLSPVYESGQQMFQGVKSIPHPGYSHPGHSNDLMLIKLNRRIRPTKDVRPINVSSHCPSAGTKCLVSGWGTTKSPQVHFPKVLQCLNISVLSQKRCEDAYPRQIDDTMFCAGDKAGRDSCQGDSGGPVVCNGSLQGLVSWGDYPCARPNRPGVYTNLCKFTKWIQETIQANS
14-3-3 Bad inh: disrupts binding of bovine 14-3-3 zeta to phospho-Bad peptide. P63103. TR-FRET 14-3-3zeta/Dy647-pBad peptide displacement, 1 h. inhibition, % at 21.7 µM. 220,000 tested, 0.71% active;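 active = inhibition above about 70%, limit read from the data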;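 also: 0% = full 14-3-3 plus peptide FRET controls and 100% = background without 14-3-3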
EBV gp42 block: blocks Epstein-Barr virus glycoprotein 42 binding; inhibition, % (tested at 21.74 µM); Q1HVG2; Fluorescence polarization binding assay, mP read-out; 220,000 tested, 0.42% active; in the data active = inhibition above about 50%
p47phox inh: blocks human p47phox regulatory protein of NADPH oxidases. 220,000 tested, 0.53% active. p47phox/p22phox peptide binding, fluorescence polarization, 2 h. inhibition, % at 24.7 µM. AID 1274. P14598;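 also: 0% = p47phox with labelled peptide and 100% = labelled peptide alone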
Thrombin inh: inhibitors of human thrombin; P00734; alpha-thrombin, Boc-VPR-AMC fluorogenic substrate cleavage; inhibition, % at 5 µM; 220,000 tested, 0.26% active; AID 1046;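 active = inhibition at or above 40%; inactive = inhibition below 40%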;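 also: 0% = enzyme with no compound and 100% = wells without enzyme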
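Material: human alpha-thrombin protein; Also added: Boc-VPR-AMC substrate, 15 µM final; Timing: enzyme reaction carried out at room temperature; Signal: fluorescence, ex 355 nm, em 460 nm; Measure: % inhibition of thrombin; Controls: enzyme without compound as high, wells lacking enzyme as low.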
Rad51 HR inh: Rad51 (human) homologous recombination inhibition. Q06609. hRad51 DNA strand exchange, fluorescence dequenching. inhibition, % at 10 µM. 200,000 tested, 0.085% active;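 active = inhibition above 40% at the single screening dose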;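 also: 0% = DMSO control wells and 100% = blanks with heterologous ssDNA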
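System: human Rad51 nucleoprotein filaments preassembled on unlabelled ssDNA. Reagent: labelled 47-mer dsDNA for strand exchange. Schedule: 30-min compound preincubation and 15-min exchange, both room temperature. Measured by: FRET fluorescence dequenching, excitation 485 nm, emission 520 nm. Read-out: Fluorescence-based percent inhibition, control- and blank-normalised. Benchmarks: plate controls and plate blanks.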
eIF4E-4G inh: inhibitors of eIF4E and eIF4G interaction in translation initiation; AID 782; TR-FRET eIF4E-eIF4GI(517-606) binding, 2 h; P63073+Q04637; inhibition, % at 21.7 µM; 220,000 tested, 0.37% active;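 also: 0% = full FRET control wells and 100% = background wells lacking eIF4GI fragment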
* = called active by the depositor; · = not tested or not shown; [ ] = remark or other dose.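 The calls were made as follows, unless noted: active = inhibition above about 30% (limit read from the data); inactive = the rest.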

The line under a structure holds: Furin inh	KCC2 mod	KLK5 inh	14-3-3 Bad inh	EBV gp42 block	p47phox inh	Thrombin inh	Rad51 HR inh	eIF4E-4G inh
O=C(CSc1nnc(-c2ccccc2O)o1)Oc1ccc(Br)cc1
    -23.5[20 µM]	0.334	8.0	1.3[fluorescence artefact?]	3.2	-9.9	1.0	·	4.5
O=C(O)c1ccccc1-c1nc2cc(Cl)ccc2c(=O)n1O
    -36.0	0.584	3.3	-9.0	-1.6	-6.9	-14.1	13.9	-3.1
COc1ccc(OC)c(NC(=O)c2cn(C)c(=O)c3cc(OC)c(OC)cc23)c1
    -10.1[20 µM]	0.222	1.0	2.6	-3.4	-1.8	-0.1	·	1.8
c1ccc(CNc2ncnc3c2ncn3C2CCCCO2)cc1 (centres undefined)
    -16.5	0.752	-1.5	5.6	-10.8	-6.1	-23.3	-2.8	9.3[fluorescence artefact?]
O=C1c2ccccc2C(=O)N1CN(C(=O)COc1ccccc1)c1ccccc1
    -8.3[20 µM]	0.0117	2.1	-2.4	-10.8	-9.5	-3.0	-5.9	4.7
Nc1nc2ncc(C(=O)c3cc(F)ccc3O)cc2s1
    -1.9	·	1.1	0.1	-9.7	-15.8	-2.9	-21.2	-3.4
O=C1c2cccnc2C(Nc2ccc(F)c(Cl)c2)N1Cc1cccs1 (centres undefined)
    -4.9	-1.36	23.4	25.8	-6.3	-4.2	13.7	10.1	-1.1
CC(C)OC(=O)CSc1nnc(COc2ccc([N+](=O)[O-])cc2)n1C
    -8.6	-0.224	3.1	17.2	-7.4	0.5	-23.8	-8.1	5.3
CC(C)(C)C1CCC(OCC(O)CN2CCN(c3ccccn3)CC2)CC1 (centres undefined)
    -18.6	-0.538	2.7	3.1	-17.0	-1.4	-5.3	2.0	0.4
COc1ccc(C(=O)NCC(=O)OCc2ccc(F)cc2)cc1
    -20.4	-1.73	8.5	-2.2	-6.4	0.5	-0.7	-10.3	-4.9
Cc1ccccc1Oc1cc(NC(=O)Cn2cnc([N+](=O)[O-])c2)cc([N+](=O)[O-])c1
    -13.0	0.39	-1.1	-3.0	-7.3	-11.1	·	-0.4	-0.4
O=C(O)C1CC=CCC1C(=O)Nc1ccccc1C(=O)N1CCN(c2ccc(Cl)cc2)CC1 (centres undefined)
    -16.4	-0.6	-5.2	-3.0	-14.3	-10.2	-9.3	4.8	2.0
COC(=O)c1[nH]c2cc(OC)ccc2c1NC(=O)c1c(F)cccc1F
    0.5	0.931	16.0	-4.6	-4.3	-17.9	13.5	-18.4	4.4
CCOC(=O)N1CCN(C(=O)COc2cccc3c2CCN(Cc2cccc(C)c2)C3=O)CC1
    -17.1	-1.42	3.8	-4.0	1.1	-9.0	-8.6	0.4	-1.3[fluorescence artefact?]
Cc1cc(C)cc(NC(=O)CN2CCCN(S(=O)(=O)c3ccc(Br)s3)CC2)c1
    -10.0[20 µM]	·	-9.4	-8.8	-6.6	-13.0	-0.7	-3.7	-4.6
COc1cc([C@H]2[C@@H]3CCCC[C@]3(O)CCN2CC(=O)Nc2ccc(C)cc2)ccc1O
    -35.9	-0.636	-10.2	-8.7[fluorescence artefact?]	-5.9	-19.4	-11.2	-2.1	-4.4
Cc1cc(C)n(-c2ccc(C(=O)Nc3cccc(S(=O)(=O)N(C)C)c3)cc2)n1
    -19.6	-0.104	-7.9	-2.6	-14.0	-5.7	-4.5	7.0	-1.2
C=CCn1c(C)cc(C(=O)COC(=O)[C@@H](NC(=O)c2ccccc2Cl)C(C)C)c1C
    -7.5	-1.88	-5.3	-10.1[fluorescence artefact?]	-5.2	-11.5	-4.6	-8.2	7.2
CN(Cc1ccc(F)cc1)C(=O)c1cccc(OC2CCN(C3CCCC3)CC2)c1
    -43.0	-0.64	·	2.8	0.2	-6.1	-0.8	·	1.5
COc1cc(C(=O)NCc2cccc3ccccc23)cc(Cl)c1OC
    -4.7[20 µM]	-0.732	-0.1	0.9	-23.5	10.9	0.4	-0.4	-5.9
COc1ccc(S(=O)(=O)n2ccnc2)c2cccnc12
    -35.1[20 µM]	-0.162	6.5	6.3	-3.9	2.5	-6.0	9.4	4.7
CCCCC(=O)NC(NC(=O)CCCC)c1ccc(OCC(C)C)c(OC)c1
    -19.0	-2.75	-19.0	-19.7[fluorescence artefact?]	-8.5	-15.9	-6.4	4.5	10.4
Cc1ccc(N/C=C(\C#N)S(=O)(=O)c2ccccc2)cc1
    -20.8	0.819	-2.5	0.8	-13.0	-3.7	-4.9	8.8	6.8
O=C(NCCN1CCC(Cc2ccccc2)CC1)C1CCN(S(=O)(=O)N2CCC3(CC2)OCCO3)CC1
    -21.1	0.495	-1.1	-21.6	3.8	-21.4	-1.0	24.4	-1.2
O=S(Cc1ccc(Br)cc1)Cc1nnc(SCc2c(Cl)cccc2Cl)n1-c1ccccc1 (centres undefined)
    -9.3[20 µM]	-0.489	-26.0	14.1	-18.3	-9.0	-2.5	·	1.9
O=C(c1ccccc1)N1N=C(c2ccccc2)CC1c1ccc2nccnc2c1 (centres undefined)
    -15.1	-0.108	0.3	-1.1	-25.3	-19.4	-7.1	-4.0	-2.7
CCOC(=O)CNC(=O)CSc1nnc(-c2cccc(C)c2)n1-c1ccc(OC)cc1
    -5.1	1.14	-11.9	-1.8	-0.2	-10.3	-3.1	·	-1.0
CN=C1SC(CC(=O)Nc2sc(C)c(C)c2C(=O)OC)C(=O)N1C (centres undefined)
    -4.7	-1.48	-10.9	-3.3	-4.2	-12.4	-1.9	-2.0	-2.3
CCn1ccnc1CN(C)Cc1nc(-c2ccccc2)no1
    -30.3	-0.362	-2.6	6.7	-7.1	-15.3	-8.0	3.0	3.3
CCN(CCO)Cc1csc2ccc(C(C)(C)C)cc12
    -18.8	-0.721	-8.7	4.8[fluorescence artefact?]	-12.9	-8.4	-1.8	-12.4	7.1
FC(F)(F)Oc1ccc(NC(=S)NCCCN2CCOCC2)cc1
    -25.5	·	11.6	-10.4	-14.5	-1.7	-4.8	1.6	0.1
COc1ccc(C)cc1S(=O)(=O)N(C)CC(=O)NC1CCCC1
    -17.5	0.0119	-21.5	-6.7	-11.2	3.1	-5.5	7.4	7.1
CCCc1ccc(OC(=O)c2cccs2)cc1
    -25.1[20 µM]	·	5.2	5.2	0.8	-11.8	1.3	-7.9	-0.3[fluorescence artefact?]
O=C(O)Cn1cc2c(n1)CCCCC2
    -15.1	0.479	-4.5	-4.4	-25.2	-18.1	-0.2	-3.5	3.5[fluorescence artefact?]
O=C(COC(=O)c1ccc(Br)o1)NCc1cccs1
    -20.9[20 µM]	-0.0169	-0.7	15.8[fluorescence artefact?]	8.5	-1.2	-5.9	-10.1	2.9[fluorescence artefact?]
COc1cc(N)ccc1C(=O)O
    -13.8[20 µM]	0.681	-11.8	-10.7	-11.3	-21.9	-1.1	-2.8	-5.7[fluorescence artefact?]
COc1ccc(NC(=O)Nc2nnc(CC(=O)Nc3ccccc3)s2)cc1
    -10.8	·	2.4	-0.1	-11.3	-14.2	-1.9	2.0	-2.0
C=CCOc1ccc2nc(NC(=O)OC)[nH]c2c1
    -10.6[20 µM]	-3.55	-4.1	-1.7	-17.7	-9.9	-0.1	-5.0	10.8
CCOC(=O)c1cc(CC)sc1NC(=O)c1ccc(N2C(=O)CCC2=O)cc1
    2.2[20 µM]	·	-10.8	4.8	-16.2	-5.7	0.9	-6.6	0.6
C=CCn1c(-c2cc3c(s2)CCC(CC)C3)n[nH]c1=S (centres undefined)
    -9.2	4.14	-2.6	-10.1	-8.5	-12.6	-8.8	12.0	-1.7
CCCc1oc(C(=O)O)cc1CN1CCCC1
    6.1[20 µM]	0.371	0.8	-1.0[fluorescence artefact?]	-10.8	-19.9	5.7	4.7	-1.6
O=C(O)CCC(=O)Nc1ccccc1C(=O)N1CCN(c2ccc(Cl)cc2)CC1
    -19.8	0.455	0.4	-11.1	-6.9	1.4	-5.5	-29.4	-1.5
Cc1c(C(=O)Nc2ccccc2C(=O)N2CCOCC2)cccc1[N+](=O)[O-]
    -14.7	0.145	-12.6	-14.2	17.4	-5.5	-7.5	0.4	12.1[fluorescence artefact?]
Cc1cc(=O)oc2cc(OCC(=O)c3ccc4c(c3)NC(=O)CO4)ccc12
    -16.0	-0.136	-4.4	70.6*	-34.7	37.5*	-5.7	16.6	13.3
CCOC(=O)N1CCN(C(=O)Cc2ccc(Cl)cc2)CC1
    -11.8	0.053	3.5	-3.1[fluorescence artefact?]	-21.2	-4.7	-2.8	9.5	-4.5[fluorescence artefact?]
CCN(CC(=O)Nc1ccc(Cl)c(S(=O)(=O)N(C)C)c1)Cc1nc2ccccc2c(=O)[nH]1
    -16.1	-0.335	-7.9	-3.2	-1.6	-0.5	1.5	5.9	0.8
Clc1ccc(CO/N=C/c2cccs2)cc1
    -9.5	0.0637	-10.2	-4.5	-1.8	0.0	-4.8	16.6	-1.8
Cc1ccccc1OCC(=O)NNC(=O)Nc1ccc(Cl)cc1
    -20.4	·	-9.0	-6.7	0.2	-1.0	-1.6	1.1	-1.0
CS(=O)(=O)N1N=C(c2ccc(Br)cc2)CC1c1ccc2c(c1)OCO2 (centres undefined)
    -5.9	0.381	3.4	11.5[fluorescence artefact?]	-17.3	-188.3	-1.6	0.6	3.8[fluorescence artefact?]
CC1=C(C(=O)Nc2ccc(C)cc2C)C(c2cccc([N+](=O)[O-])c2)n2nc(C(=O)OC(C)C)nc2N1 (centres undefined)
    -7.4	1.13	-15.4	1.4	-8.3	-3.7	-1.7	3.8	7.8
NCCN1CCN(CCN)CC1
    2.2[20 µM]	-0.0222	-7.5	-8.0[fluorescence artefact?]	-4.2	8.3	-11.5	-8.1	-8.8[fluorescence artefact?]
O=C(CCl)c1ccc2c(c1)CCN2C(=O)C1CC1
    -10.1	-0.319	4.7	8.0	-3.2	-7.5	-4.5	-2.9	0.3
O=C(c1ccccc1)c1cccs1
    -20.6	·	14.4	4.7	9.9	6.7	-3.0	·	4.3

14-3-3 Bad inh: what is marked active above.
| structure | Furin inh | KCC2 mod | KLK5 inh | 14-3-3 Bad inh | EBV gp42 block | p47phox inh | Thrombin inh | eIF4E-4G inh |
| --- | --- | --- | --- | --- | --- | --- | --- | --- |
| Cc1cc(=O)oc2cc(OCC(=O)c3ccc4c(c3)NC(=O)CO4)ccc12 | -16.0 | -0.136 | -4.4 | 70.6* | -34.7 | 37.5* | -5.7 | 13.3 |
